Tau fibril ThT – qHTS for Inhibitors of Tau Fibril Formation, Thioflavin T Binding; hit rate 2.1% among 270,000; Potency, µM (titrated, usually from 57.4 µM), without a hit: at the top dose activity, negative = inhibition, hits mostly inhibitors; recombinant tau K18 P301L, heparin-induced fibrillization, ThT fluorescence; Microtubule-associated protein tau (Homo sapiens), P10636; further: on the % scale 0 is the no-effect control and ±100 the full control effect; nearly all actives have a fitted effect of over 55% in size
Target sequence (P10636 561-689 P618L limits assumed): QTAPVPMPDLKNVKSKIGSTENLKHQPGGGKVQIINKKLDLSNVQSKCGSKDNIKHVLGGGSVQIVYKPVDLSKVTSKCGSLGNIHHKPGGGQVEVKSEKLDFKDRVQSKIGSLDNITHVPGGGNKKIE
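Tau K18 P301L fragment (15 uM unlabeled plus 0.24 uM Alexa 594-labeled) in 100 mM sodium acetate pH 7 with compound, fibrillization induced by 20 uM heparin for 6 hr at 37 C. Thioflavin T (30 uM) added, fluorescence read after 1 hr (ex 450, em 510 nm).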
ALDH1A1 block – qHTS Assay for Inhibitors of Aldehyde Dehydrogenase 1 (ALDH1A1); Potency, µM (highest dose often 75.3 µM), for the others: at the top dose activity, negative = inhibition, hits mostly inhibitors; hit rate 7.3% among 220,000; Aldehyde dehydrogenase 1A1 (Homo sapiens), P00352; Purified ALDH1A1, NADH fluorescence, propionaldehyde substrate; AID 1030, 2008; active means well fitted inhibition curve with a large enough effect, not every such curve was filed as active; inconclusive means small, poorly fitted or top-dose-only effect, or another doubt; inactive means no such curve, though single readings can be large or run the other way;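 further: plate controls were no enzyme wells and a reference inhibitor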
Target sequence (P00352 whole entry, looked up): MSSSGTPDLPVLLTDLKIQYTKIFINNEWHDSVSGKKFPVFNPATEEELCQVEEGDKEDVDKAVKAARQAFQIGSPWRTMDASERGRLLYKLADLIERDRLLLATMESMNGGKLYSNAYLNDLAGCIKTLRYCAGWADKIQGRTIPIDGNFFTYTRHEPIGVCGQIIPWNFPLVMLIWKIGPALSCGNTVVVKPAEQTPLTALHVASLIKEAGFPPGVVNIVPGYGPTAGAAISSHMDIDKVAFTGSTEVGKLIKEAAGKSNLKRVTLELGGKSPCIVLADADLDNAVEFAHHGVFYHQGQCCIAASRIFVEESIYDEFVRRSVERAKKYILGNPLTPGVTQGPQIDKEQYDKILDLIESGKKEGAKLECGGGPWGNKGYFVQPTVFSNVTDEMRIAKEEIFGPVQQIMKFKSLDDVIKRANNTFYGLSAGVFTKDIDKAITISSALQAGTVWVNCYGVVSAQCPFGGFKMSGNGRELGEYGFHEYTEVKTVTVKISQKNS
SMN2 splice enh – qHTS Assay for Enhancers of SMN2 Splice Variant Expression; HEK293 SMN2-luciferase splicing reporter, luminescence, 30-36 h; hit rate 2.8% among 210,000; Potency, µM (highest dose often 46.1 µM), for the others: top-dose activity change, positive = activation, usual class: activators; AID 1458, 2008; further: % of control where 0% means no effect; nearly all actives have a fitted effect of over 55% in size
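qHTS luciferase splicing reporter: luminescence rises when SMN2 exon 7 is included in transfected HEK293 cells. Compound exposure lasted 30-36 h at 37C, with 4.5 mM final sodium butyrate as control, followed by a ONE-Glo read.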
KDM4E inh – qHTS Assay for Inhibitors of Human Jumonji Domain Containing 2E (JMJD2E); Lysine-specific demethylase 4E (Homo sapiens), B2RXH2; JMJD2E catalytic domain, FDH-coupled NADH fluorescence (FDH is formaldehyde dehydrogenase); hit rate 1.6% among 230,000; Potency, µM (doses to about 57.1 µM), without a hit: top-dose activity change, negative = inhibition, hits mostly inhibitors; AID 2147, 2009; active means well fitted inhibition curve with a large enough effect, not every such curve was filed as active; inconclusive means small, poorly fitted or top-dose-only effect, or another doubt; inactive means no such curve, though single readings can be large or run the other way;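 further: 0% = wells with enzyme and -100% = buffer wells without enzyme; nearly all actives have a fitted effect of over 50% in size; many of its hits are not listed in these tables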
Target sequence (B2RXH2 1-337 limits assumed): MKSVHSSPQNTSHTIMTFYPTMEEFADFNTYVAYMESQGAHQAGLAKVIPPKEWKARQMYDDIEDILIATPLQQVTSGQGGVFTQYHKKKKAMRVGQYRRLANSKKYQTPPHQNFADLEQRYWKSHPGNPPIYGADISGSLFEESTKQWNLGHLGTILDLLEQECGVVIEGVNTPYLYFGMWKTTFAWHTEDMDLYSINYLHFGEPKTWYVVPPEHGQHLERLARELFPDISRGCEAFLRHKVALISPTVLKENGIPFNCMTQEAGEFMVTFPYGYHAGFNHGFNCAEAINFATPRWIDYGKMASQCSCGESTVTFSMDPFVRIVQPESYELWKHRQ
Tau fluor cs – Counterscreen qHTS for Inhibitors of Tau Fibril Formation, Fluorescence Polarization; tau K18 P301L Alexa594 fluorescence, heparin fibrillization; Potency, µM (highest dose often 57.7 µM), for the others: top-dose activity change, negative = decrease; hit rate 0.93% among 280,000; further: on the % scale 0 is the no-effect control and ±100 the full control effect; nearly all actives have a fitted effect of over 55% in size
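Human tau K18 P301L (15 uM unlabeled, 0.24 uM Alexa 594-labeled) in 100 mM sodium acetate pH 7 with 20 uM heparin, 6 hr at 37 C. ThT 30 uM added, 1 hr ambient; Alexa 594 FP and total fluorescence read at 555/632 nm.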
HTT aggregate – qHTS Multiplex Assay to Identify Dual Action Probes in a Cell Model of Huntington: Aggregate Formation (GFP) | Potency, µM (top dose mostly 46.1 µM), for inactives: top-dose activity change, negative = inhibition, actives largely listed as inhibitors | PC12 HttQ103-GFP aggregates, Acumen cytometry, 40 h | hit rate 1.1% among 220,000; further: on the % scale 0 is the no-effect control and ±100 the full control effect; nearly all actives have a fitted effect of over 60% in size
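Aggregates are detected as GFP objects 1–25 µm with signal 6 STDEV over background in lysates of induced PC12 cells. These carry Huntingtin exon 1 with 103 glutamines fused to GFP under an ecdysone promoter; compounds titrated.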
Tau fibril FP – qHTS for Inhibitors of Tau Fibril Formation, Fluorescence Polarization. K18 P301L tau heparin fibrillization, Alexa594 FP, 6 h. Potency, µM (titrated, usually from 57.7 µM), without a hit: at the highest dose activity, negative = inhibition, usual class: inhibitors. hit rate 0.39% among 280,000; further: on the % scale 0 is the no-effect control and ±100 the full control effect; nearly all actives have a fitted effect of over 55% in size
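Quantitative HTS format: compounds meet 15 uM recombinant K18 P301L tau and Alexa 594-tau tracer in 100 mM sodium acetate pH 7; 20 uM heparin triggers fibrillization at 37 C over 6 hr; FP gives the signal.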
HTT cytoprotect – qHTS Multiplex Assay to Identify Dual Action Probes in a Cell Model of Huntington: Cytoprotection (ATP); PC12 HTT-Q103 induced, cytoprotection, ATP luminescence, 40 h; Potency, µM (top dose mostly 56.4 µM), inactives show cytoprotection (ATP increase), usual class: activators; hit rate 0.14% among 230,000; AID 1471, 2008;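 further: % of control where 0% means no effect; nearly all actives have a fitted effect of over 45% in size; toxic huntingtin expression switched on by the ecdysone agonist tebufenozide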
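PC12 cells with ecdysone-inducible HTT exon 1 Q103-GFP, induced with 100 nM tebufenozide and co-treated with library compounds in a dose series (1536-well, 1500 cells/well). Cytoprotection read as ATP content by ATPlite luminescence.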
Active calls of the source: *; ? = inconclusive; . = not tested or not shown; [ ] = another dose, or the depositor's remark. Unless noted, the call rests on the fitted dose curve; in most records, active means well fitted curve in the direction sought with a large enough effect; inconclusive means small, poorly fitted or top-dose-only effect, or another doubt; inactive means no such curve, though single readings can be large; an effect the other way counts as inactive or inconclusive. Potency means the concentration at half of the fitted maximal effect. An excerpt; count on the stated rates, not on these rows.

SMILES	Tau fibril ThT	ALDH1A1 block	SMN2 splice enh	KDM4E inh	Tau fluor cs	HTT aggregate	Tau fibril FP	HTT cytoprotect
COC(=O)c1c(C(=O)OC)c2n(c1C)CCS2	3%	10%	.	-5%	4%	-8%[9.22 µM]	3%	7%[10 µM]
COC(=O)C(CCSC)NC(=O)/C=C/c1ccc(OC)cc1 (stereo unspecified)	7%	-6%	11%	-3%	8%	13%	9%	-31%
Cc1nn2c(NCCOCCO)c3c(nc2c1-c1ccccc1)CCC3	-25%	.	.	4%	-22%	2%[9.22 µM]	?	-22%[10 µM]
CCOC(=O)N1CCN(C(=O)c2cc3sccc3n2C)CC1	-13%	8%	-5%	2%	-10%	-17%	2%	9%[10 µM]
COC(=O)CC(=O)Cc1nc(N)nc(Nc2ccc(C)c(C)c2)n1	-4%	1%	-41%[inhibitor]	-7%	0%	13%	9%	7%[10 µM]
Cc1c(NC(=O)CCc2ccccc2)cccc1[N+](=O)[O-]	-3%	?	-15%	1%	-5%	-7%	-5%	-18%
CCc1cccc(NC(=O)CSc2nc3c(c(=O)[nH]2)CCCC3)c1	3%	3%	-42%[inhibitor]	-6%	-2%	-17%	-5%	.
Clc1ccccc1-c1nnc2sc(-c3ccco3)nn12	-10%	?	5%	6%	-1%	-16%	-3%	4%
CCC(C)(C)n1nnnc1C(c1cc2cc3c(cc2[nH]c1=O)OCO3)N1CCN(C)CC1 (stereo unspecified)	-17%	?	-3%	?	-8%	-15%	-5%	-1%
CC[C@@H](C)[C@@H](CO[C@@H](Cc1ccccc1)C(=O)N[C@@H](CCS(C)(=O)=O)C(=O)OC(C)C)NC[C@@H](N)CS	35µM*	16µM*	?	.	-11%	.	?	-66%[inhibitor]
O=C(c1cc2ccccn2n1)N1CCN(c2cccc(C(F)(F)F)c2)CC1	-15%	4%	.	-1%	-15%	10%	-5%	-20%[0.074 µM]
CCOC(=O)C1(Cc2cccc(OC)c2)CCN(Cc2cccc(OCC)c2O)CC1	-3%	4%	.	-6%	-11%	-11%[9.22 µM]	6%	5%[10 µM]
CCCCn1c(-c2ccccc2)nnc1-c1ccccc1	-21%	3%	16%	-4%	-8%	-1%	-1%	-4%
O=C(c1ccccc1)c1nc[nH]c1C(=O)Nc1ccccc1	-14%	4%	-14%	-2%	-19%	-14%	-17%	-14%
Cc1cc(Nc2nn(C)c(N)c2C#N)ccc1F	-9%	4%	.	12%	-14%	0%[9.22 µM]	-8%	12%[10 µM]
CC(CC(=O)Nc1ncc([N+](=O)[O-])s1)c1ccccc1 (stereo unspecified)	?	?	.	-1%	?	2%[9.22 µM]	11%	1%[10 µM]
CCCOc1ccc2nc(C)c(CCC)c(SC(=N)N)c2c1	?	.	.	-9%	-18%	0%[9.22 µM]	-14%	21%[10 µM]
C=CCn1c(SCc2nc3ccccc3[nH]2)nnc1-c1ccncc1	-10%	2%	-11%	-3%	-14%	20%	14%	3%
O=C(Nc1cccc2nsnc12)C1CC(=O)N(c2ccccc2)C1 (stereo unspecified)	?	?	.	?	-25%	-3%	?	0%[0.074 µM]
COCCCNC(=O)CN1C(=O)/C(=C/c2ccccc2)Sc2ccccc21	11%	.	.	-9%	2%	4%[9.22 µM]	7%	32%[10 µM]
CC(=O)Oc1ccc2ccccc2c1C(NC(=O)Cc1ccccc1)c1ccc(Cl)cc1 (stereo unspecified)	-5%	5%	-6%	-19%	-13%	?	-4%	-60%[inhibitor]
CC(C)Cc1ccc(C(C)C(=O)Nc2ncccn2)cc1 (stereo unspecified)	-2%	-6%	-23%	3%	-5%	-7%[9.22 µM]	-8%	-31%[inhibitor]
Cc1cc(C)cc(N(CC(=O)Nc2ccccc2C(=O)N2CCOCC2)S(C)(=O)=O)c1	1%	15%	12%	10%	1%	-9%	-9%	.
CCS(=O)(=O)N1CCC(C(=O)NCc2ccc(F)cc2)CC1	-10%	4%	7%	8%	-11%	13%[9.22 µM]	-1%	-8%[0.074 µM]
CCC(C)NC(=O)c1ccc(CSCc2cccc(F)c2)o1 (stereo unspecified)	-7%	?	-15%	-1%	-9%	-8%[9.22 µM]	3%	-7%
Cc1cccc(N2C(=O)C(O)=C(C(=O)c3cccs3)C2c2ccc(Cl)cc2)n1 (stereo unspecified)	-13%	.	.	?	-3%	3%[9.22 µM]	2%	17%[10 µM]
O=c1[nH]c2cc3c(cc2cc1C(c1nnnn1Cc1ccccc1)N1CCCc2ccccc21)OCO3 (stereo unspecified)	-12%	15%	3%	8%	-10%	3%	-1%	-21%[10 µM]
Cc1ccc(S(=O)(=O)NC2=NCN(C3CCN(Cc4ccccc4)CC3)CN2)cc1	-15%	1%	8%	4%	-8%	-7%	-7%	6%
CCOC(=O)c1c(C)[nH]c(C(=O)COC(=O)c2ccc(O)cc2)c1C	-11%	.	.	-4%	-6%	-13%[9.22 µM]	-6%	-4%[10 µM]
CCCCN=C(C)c1c(O)c2ccccc2oc1=O	10%	-12%	?	-7%	3%	-22%	-11%	-26%

Reprinted at random: 3 compounds from above
SMILES	Tau fibril ThT	ALDH1A1 block	SMN2 splice enh	KDM4E inh	Tau fluor cs	HTT aggregate	Tau fibril FP	HTT cytoprotect
CC(C)Cc1ccc(C(C)C(=O)Nc2ncccn2)cc1 (stereo unspecified)	-2%	-6%	-23%	3%	-5%	-7%[9.22 µM]	-8%	-31%[inhibitor]
Cc1ccc(S(=O)(=O)NC2=NCN(C3CCN(Cc4ccccc4)CC3)CN2)cc1	-15%	1%	8%	4%	-8%	-7%	-7%	6%
CC(=O)Oc1ccc2ccccc2c1C(NC(=O)Cc1ccccc1)c1ccc(Cl)cc1 (stereo unspecified)	-5%	5%	-6%	-19%	-13%	?	-4%	-60%[inhibitor]

(more compounds)
SMILES	Tau fibril ThT	ALDH1A1 block	SMN2 splice enh	KDM4E inh	Tau fluor cs	HTT aggregate	Tau fibril FP	HTT cytoprotect
CCO[C@@H]1OC(C(=O)NCc2ccccc2)=C[C@H](c2coc3ccccc3c2=O)[C@H]1CCCO	-2%	-3%	.	6%	-2%	-12%[9.22 µM]	4%	-2%[10 µM]
Cc1ccc(NC(=S)N2CCN(Cc3ccccc3)CC2)cc1	-14%	-8%	-58%[inhibitor]	6%	-13%	4%	1%	-39%[inhibitor]
C=CCNc1nc(Cl)ncc1F	-2%	17%	-1%	-3%	-6%	10%	-2%	4%[10 µM]
C=CCc1cc(/C=C2/NC(=O)N(CC)C2=O)cc(OCC)c1OCc1ccc(C(=O)O)cc1	-11%	3.2µM*	-17%	?	6%	20%	-2%	7%[10 µM]
Nn1c(SCC(=O)Nc2ccc3c(c2)OCCO3)nnc1-c1ccccn1	-2%	-10%	7%	10%	-1%	2%	0%	-4%
O=C(NCCc1ccccc1F)C1CCCN1S(=O)(=O)c1ccc2ccccc2c1 (stereo unspecified)	1%	2%	-27%	-6%	1%	1%	-3%	-11%[1.9 µM]
CSC1=C(C#N)C(c2ccccc2Cl)C(C(C)=O)=C(C)N1 (stereo unspecified)	-1%	?	-8%	-15%	-9%	-6%	3%	11%[10 µM]
C=CCNCCOCCOc1ccc(C)cc1Br	-5%	-17%	16%	?	-8%	16%	-1%	.
Cc1ccc(NC(=O)Nc2cccs2)c(Cl)c1	?	-12%	6%	-8%	?	?	6%	-55%[inhibitor]
COc1ccc(-c2csc(NC(=O)C3CCCCN3S(=O)(=O)c3ccccc3)n2)cc1 (stereo unspecified)	?	-15%	-57%[inhibitor]	-2%	?	?	-2%	-47%[inhibitor]
CC(=O)c1ccc(OCCN2CCOCC2)cc1	-14%	25µM*	-23%	?	2%	-11%[9.22 µM]	3%	-5%
CC1CCN(S(=O)(=O)N2CCC(C(=O)NCCC3=CCCCC3)CC2)CC1	-6%	?	3%	5%	6%	14%	5%	-47%
O=C(CCCc1c[nH]c2ccccc12)NCc1cccs1	-6%	-7%	5%	-8%	-4%	13%	6%	7%[10 µM]
c1ccc(SCCc2ccncc2)cc1	-12%	-12%[13.5 µM]	-22%[9.22 µM]	2%	-4%	0%	11%	-14%[10 µM]
CCOC(=O)c1c(NC(=O)/C=C/c2ccccc2)sc2c1CCCC2	-6%	.	11%	.	-10%	.	-6%	.
O=C1CC(NN2CCCCC2)C(=O)N1c1ccccc1 (stereo unspecified)	?	?	-9%	?	-7%	-5%[9.22 µM]	-3%	0%[10 µM]
CC(C)c1cc(Br)ccc1OCCCN1C(=O)NC(C)(C)C1=O	?	?	-30%[inhibitor]	-15%	-27%	7%[9.22 µM]	1%	?
Brc1csc(C=Nc2ccc3c(c2)OCCOCCOCCOCCO3)c1	-3%	-2%	-4%	?	5%	9%	-4%	16%[10 µM]
Cc1ccc(-c2ccc(CCC(=O)O)n2-c2ccc(C(N)=O)cc2)cc1	-8%	.	1%	.	-6%	.	-4%	.
Cc1cc(-c2ccco2)c(C#N)c2nc3ccccc3n12	-15%	?	9%	?	-7%	-17%	6%	-37%[inhibitor]
COc1ccc(/C(C)=N/NC(=S)NCc2ccco2)cc1	-16%	3%	-15%	-9%	-20%	25%	1%	.
CC1CC(C)(C)N(C(=O)CSc2ccc(-c3ccc(F)cc3)nn2)c2ccccc21 (stereo unspecified)	-16%	-11%	-90%[inhibitor]	3%	-21%	-25%	-5%	-27%
CCN(CC)S(=O)(=O)c1cccc(C(=O)NC(C)C(c2cccs2)N2CCCC2)c1 (stereo unspecified)	-8%	-11%	-6%	7%	-3%	3%	2%	-28%
O=S1(=O)CCN(OCc2ccc(Cl)cc2)CC1	-3%	10%	-14%	-3%	-3%	-1%	-1%	-13%
COCCNc1nc(-c2ccccc2C)nc2ccccc12	0%	-4%	-18%	?	-1%	.	2%	5%

Screens from PubChem BioAssay.
